Screening results: PubChem BioAssay, National Center for Advancing Translational Sciences (NCATS)
EPAC2 antagonist – antagonists of human EPAC2. AID 720708. Q8WZA2. 0.18% of 360,000 active. EPAC2 GEF exchange of Rap1B-BODIPY-GDP, fluorescence. Potency, µM (titrated, usually from 114 µM), without a hit: at the highest dose activity, negative = inhibition, hits mostly inhibitors; note: potency is the fitted concentration of half-maximal effect; % is set by controls: 0 for no effect and ±100 for the full control effect; nearly all actives have a fitted effect of over 45% in size; many of its hits are not listed in these tables
FUS suppressor – rescues growth of FUS-expressing yeast; S. cerevisiae FUS-expressing, growth rescue, OD600, 24 h; Potency, µM (top dose mostly 76.6 µM), inactives show top-dose growth rescue (activation), usual class: activators; 0.24% of 390,000 active; AID 1347120;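 note: potency is the fitted concentration of half-maximal effect; plate controls were DMSO vehicle for no effect and reference control for full effect; nearly all actives have a fitted effect of over 55% in size; some results filed as inactive show a strong effect at the top dose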
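Absorbance at 600 nm, taken 24hr after compound addition, measured rescue of FUS-yeast growth at 30C. Induction used 2% galactose with seeding at OD 0.005. Controls: CP55940 from 92uM final, DMSO only.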
TDP43 rescue – inhibitors of TDP-43 toxicity in yeast. TDP-43 expressing yeast growth rescue, BacTiter-Glo, 24 h. Potency, µM (doses to about 46.1 µM), for inactives: at the highest dose growth rescue (activation), hits mostly activators. 1.8% of 410,000 active. AID 652104; note: potency is the fitted concentration of half-maximal effect; % of control where 0% means no effect; nearly all actives have a fitted effect of over 50% in size
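Yeast cells expressing TDP-43 under galactose induction are exposed to compounds for 24 hr at 30 deg C. BacTiter-Glo luminescence measures growth, so protective compounds score as activators.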
DRD3 agonist – D3 dopamine receptor (human) agonism; 0.58% of 410,000 active; AID 652048; P35462; max activation, %; D3R DiscoveRx beta-arrestin cells, luminescence, 90 min; in the data active = max activation above about 30%; note: 0% is about no effect; mostly tested at two doses, the higher about 12 µM
Target sequence (P35462 whole entry, looked up): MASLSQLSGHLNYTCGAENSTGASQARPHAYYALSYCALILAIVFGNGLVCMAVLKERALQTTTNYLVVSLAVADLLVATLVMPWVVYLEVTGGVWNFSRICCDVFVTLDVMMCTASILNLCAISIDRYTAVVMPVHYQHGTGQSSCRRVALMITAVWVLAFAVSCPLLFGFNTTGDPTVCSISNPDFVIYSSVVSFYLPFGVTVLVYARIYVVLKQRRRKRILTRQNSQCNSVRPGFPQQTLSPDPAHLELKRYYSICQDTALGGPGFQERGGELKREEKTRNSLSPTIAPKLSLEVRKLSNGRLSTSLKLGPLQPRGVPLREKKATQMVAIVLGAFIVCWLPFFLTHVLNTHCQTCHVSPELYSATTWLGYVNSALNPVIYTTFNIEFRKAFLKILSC
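Agonist-mode cell screen: cells plated at 1500/well and incubated overnight at 37 °C, then exposed to library compounds for 90 min at 37 °C. Detection reagent was added for 30–60 min at room temperature, and luminescence was read.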
EPAC2 ag – agonists of human EPAC2 (RAPGEF4) | EPAC2 activation, biochemical qHTS; response scale: 100% = 6.5 mM cAMP response | Potency, µM (doses to about 154 µM), inactives show at the top dose activation, most hits filed as activators | 0.079% of 360,000 active; note: potency is the fitted concentration of half-maximal effect; nearly all actives have a fitted effect of over 50% in size
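Nucleotide exchange monitored as fluorescence drop when BODIPY-GDP leaves Rap1B. Reaction: 100 nM EPAC2, 250 nM RAP1B-BODIPY-GDP, 50 uM GDP, room temperature, kinetic read over 30 min. Activity expressed relative to 6.5 mM cAMP.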
aSyn rescue – alpha-synuclein toxicity inhibition in yeast; 0.14% of 370,000 active; Potency, µM (top dose mostly 46.1 µM), for inactives: at the highest dose growth rescue (activation), actives largely listed as activators; AID 652106; Yeast expressing alpha-synuclein, growth rescue, BacTiter-Glo, 24 h; note: potency is the fitted concentration of half-maximal effect; % of control where 0% means no effect; nearly all actives have a fitted effect of over 65% in size
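Rescue of yeast growth: cells expressing toxic alpha-synuclein, induced in galactose at OD600 0.02, incubated with compound 24 h at 30 C. ATP luminescence quantified growth; inhibitors of toxicity appear as activators.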
Abeta rescue – A-beta toxicity reversal in yeast; yeast expressing A-beta42, growth rescue, OD600, 48 h; response scale: 0% DMSO, 100% iron-clioquinol control; Potency, µM (highest dose often 46.1 µM), for the others: at the highest dose growth rescue, most hits filed as activators; 0.063% of 410,000 active; AID 1347071; note: potency is the fitted concentration of half-maximal effect; nearly all actives have a fitted effect of over 55% in size
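Growth rescue measured by 600 nm absorbance after 48 h yeast culture at 30 C with compound. Values normalized between DMSO and an equimolar ferric chloride plus clioquinol control.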
D3 antag – antagonists of human D3 dopamine receptor; max response, negative = inhibition, %; D3R cells, DiscoveRx beta-arrestin luminescence, antagonist mode; active compounds read low; 2.5% of 360,000 active; P35462; in the data active = max response below about -50%; inconclusive = no clear call, values can overlap the other calls; note: % is set by controls: 0 for no effect and ±100 for the full control effect; mostly tested at two doses, the higher about 12 µM
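Cells plated overnight at 1500 cells/well, then exposed to library compounds with dopamine controls for 90 minutes at 37 degrees C. DiscoveRx reagent added for 30–60 minutes at room temperature; luminescence read, quantitative HTS format.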
Starred values were filed as active, the others as inactive; u = inconclusive; x = not tested or not shown; [ ] = dose if it differs, or a comment. Unless noted, calls come from the whole dose curve; as a rule, active = well fitted curve in the direction sought with a large enough effect; inconclusive = small, poorly fitted or top-dose-only effect, or another doubt; inactive = no such curve, though single readings can be large; an effect the other way counts as inactive or inconclusive. An excerpt; the hit share may differ from the screen's.

Each structure is followed by: EPAC2 antagonist	FUS suppressor	TDP43 rescue	DRD3 agonist	EPAC2 ag	aSyn rescue	Abeta rescue	D3 antag
CCCc1cc(=O)oc2c(C)c(OCC(=O)N3C[C@H]4C[C@@H](C3)c3cccc(=O)n3C4)ccc12
 : -18%	1%	13%	-27	9%	5%	-10%	-27
O=C(N/N=C/c1ccncc1)C1C2CCCCCCC21 (stereo unspecified)
 : 14%	x	-20%	2	-1%	-8%	12%	10
Cc1cc(C(=O)CSc2ccc(F)cc2)cc(C)c1O
 : u	-21%	u	-4	13%	-7%	-8%	3
COc1ccc(NC(=O)/C=C/C(=O)O)c([N+](=O)[O-])c1
 : 4%	-12%	u	-2	7%	5%	-23%	-6
Cc1cc(Cl)cc2sc(NC(=O)c3ccco3)nc12
 : 1%	-28%	16%	5	-1%	-6%	4%	5
CSc1ccc(CCNC(=O)CCn2c(=O)c3cccn3c3cccnc32)cc1
 : x	-19%	16%	2	x	x	-14%	x
CCS(=O)(=O)c1nc(S(=O)(=O)c2ccc(Cl)cc2)c(N2CCC(C(N)=O)CC2)s1
 : -2%	-8%	14%	24	-1%	5%	8%	5
O=C(CN1CCCCC1)Nc1ccccc1Oc1ccccc1
 : u	17%	-7%	-11	4%	1%	1%	-11
Cc1ccc(-c2noc(C3CCCN(C(=O)c4ccccc4)C3)n2)o1 (stereo unspecified)
 : 11%	31%	-13%	-13	8%	-9%	-26%	9
COc1ccccc1C(=O)N1CCCC(C)(C(=O)NS(=O)(=O)C2CC2)C1 (stereo unspecified)
 : -7%	-19%	16%	-3	3%	0%	6%	6
COc1cc(C(=O)NCC2CCCCC2)ccc1OCc1c(C)noc1C
 : 1%	22%	9%	-3	2%	5%	-4%	-12
COc1cc(C(=O)Nc2cc(C)cc(C)c2)c(-n2cnnn2)cc1OC
 : 3%	4%	18%	0	2%	0%	-9%	-5
Cc1cc(=O)[nH]c(N/N=C2/CCCC/C2=C\c2ccccc2)n1
 : 7%	17%	12%	-4	1%	u	u	-26
O=C(N/N=C/c1ccc(OC(F)F)cc1)c1cccc(S(=O)(=O)N2CCOCC2)c1
 : 1%	2%	0%	2	-4%	0%	-7%	2
COc1ccc(N2CCN(C(=O)CN(c3cccc(Br)c3)S(C)(=O)=O)CC2)cc1
 : 0%	7%	20%	7	8%	0%	0%	5
CC(C)Oc1ccc(C2CC(=O)N(Nc3ccc([N+](=O)[O-])cc3[N+](=O)[O-])C2=O)cc1 (stereo unspecified)
 : 3%	-17%	2%	-21	-1%	0%	16%	-51*
Cc1nn(-c2nc(-c3ccco3)cc(C(F)(F)F)n2)c(C)c1Cl
 : -2%	4%	11%	3	-8%	7%	17%	22
O=C(CN(C(=O)c1csnn1)c1cccc2c1CCCC2)NCc1ccc(F)cc1
 : -10%	19%	7%	-24	5%	8%	-14%	10
CCC1CCCCN1CCCNC(=O)C1CCN(S(=O)(=O)N2CCCCC2)CC1 (stereo unspecified)
 : 5%	-4%	-6%	5	9%	-8%	21%	9
COC(=O)Cn1c(=O)c2cccn2c2ccc(F)cc21
 : x	6%	4%	10	x	x	-8%	x
O=[N+]([O-])c1ccccc1SNc1ccc(Br)cn1
 : -3%	13%	-7%[0.397 µM]	5	-10%	-2%	-3%	-2
CCCCNC(=O)c1cn(CC)c2ccc(S(=O)(=O)N3CCCCCC3)cc2c1=O
 : -2%	7%	11%	3	-5%	0%	8%	0
O=c1c2ccccc2c(/C=N/NS(=O)(=O)c2ccccc2)c(O)n1-c1ccccn1
 : -1%	23%	-23%	-1	u	5%	18%	-3
Cc1c(NC(=O)/C(=C/c2cccs2)c2cccs2)c(=O)n(-c2ccccc2)n1C
 : 12%	20%	13%	4	-7%	1%	3%	-5
CC(C)CCNC(=O)C1C2C=CC3(CN(Cc4ccccc4Cl)C(=O)C13)O2 (stereo unspecified)
 : -4%	-3%	14%	1	0%	3%	-13%	0
COc1ccc(/C=C(/NC(=O)c2ccco2)C(=O)NCCc2ccccc2)cc1
 : 7%	x	22%	0	1%	1%	1%	3
O=C(Nc1cccc(F)c1)Nc1nnc([C@@H]2O[C@H](CO)[C@@H](O)[C@H]2O)s1
 : 3%	-18%	20%	-7	3%	-12%	-8%	-3
Cc1cc(C)n(-c2nnc(Cl)c3ccccc23)n1
 : 5%	-18%	10%	-8	1%	-7%	-4%	-25
Cc1cc2ccccc2cc1CN1CCOCC1
 : -3%	-11%	-4%	-32	10%	0%	8%	u
CC(C)n1nnnc1SCC(=O)N1CCN(C(=O)c2ccco2)CC1
 : 24%	14%	-4%	1	1%	1%	-18%	-24
CC(C(=O)O)N1C(=O)c2cccc3cccc1c23 (stereo unspecified)
 : -3%	-23%	1%	1	-4%	-1%	3%	-9
CCOc1ccccc1CNC(=O)CCc1c(C)nn(-c2ccc(N3CCCC3)nn2)c1C
 : x	3%	11%	5	x	x	-29%	x
CCN1CCN(C(=O)c2cc(-c3ccco3)nc3ccccc23)CC1
 : 4%	-7%	-8%	1	7%	-4%	0%	-8
Cc1ccccc1OCC(=O)Nc1nnc(COc2ccccc2)s1
 : 12%	x	23%	12	0%	-1%	-1%	11
NCCCC[C@@H]1NC(=O)[C@H](CCC(=O)O)NC(=O)c2cc([N+](=O)[O-])cc(I)c2SC[C@@H](C(=O)NCC(N)=O)NC1=O
 : 19%	-2%	-22%	-16	1%	-1%	0%	-5
CCN1CCN(c2c(Cl)cccc2NC(=O)c2ccc(Br)o2)CC1
 : 10%	16%	-17%	-19	-2%[15.6 µM]	-4%	-14%	0
CC(=O)c1ccc(N2CCN(C(=O)C3CCN(S(=O)(=O)c4cn(C)cn4)CC3)CC2)cc1
 : x	13%	17%	-1	x	x	-15%	x
CC12CCC(=O)N1C(C(=O)Nc1nc3ccc(Cl)cc3s1)CS2 (stereo unspecified)
 : -4%	31%	u	-3	14%	6%	29%	-11
Cc1ccc(-c2nnc(NC(=O)c3ccco3)o2)c(C)c1
 : 0%	44%	u	-12	11%	0%	u	-15
CCCCOC(=O)Nc1sc2c(c1C(=O)OC)CCC2
 : -6%	4%	-1%	6	15%	0%	1%	-11
OCC1(CCOc2ccccc2)CCN(Cc2cn[nH]c2-c2ccc(F)cc2)CC1
 : 0%	-3%	-9%	-13	8%	-7%	10%	5
O=C(c1cc2ccccn2n1)N1CCN(c2ccccn2)CC1
 : 3%	-17%	23%	3	17%	-5%	9%	10
Cc1cc(Nc2ncc(Cl)cc2Cl)n(-c2ccccc2C)n1
 : u	3%	16%	-2	-5%	-11%	-91%[inhibitor]	4
Cn1c(=O)c2[nH]c(CCc3ccncc3)nc2n(C)c1=O
 : 6%	-19%	-8%	8	4%	-4%	4%	9
Cc1ccc(NC(=O)[C@H](Cc2ccccc2)N2Cc3ccccc3C2=O)cc1F
 : x	-32%	4%	6	x	x	-6%	x
CC(C)N(C(=S)NCc1ccccc1)C(C)C
 : -2%	-34%	18%	-1	3%	5%	10%	-17
NS(=O)(=O)c1ccc(NC(=O)COC(=O)C23CC4CC(CC(C4)C2)C3)cc1
 : 1%	x	14%	-4	3%	-1%	-2%	-20
CC(C)(CO)NC(=O)c1ccc2c(c1)C(=O)c1ccccc1-2
 : 1%	22%	-8%	-7	5%	11%	4%	-4
CC(=O)c1ccc(NC(=O)c2ccn(C(=O)OCC(C)C)n2)cc1
 : -2%	18%	u	-16	-2%	-1%	-5%	-5
O=C1CS/C(=C\S(=O)(=O)c2ccc(Cl)cc2)N1
 : 4%	18%	-13%	-1	-8%	2%	14%	0
O[C@@H]1[C@@H](O)C=C2CCN3Cc4cc5c(cc4[C@H]1C23)OCO5 (stereo partly specified)
 : 33%[activator]	-39%	7%	-25	10%	u	1%	-6
CCc1cc(C(=O)Nc2ccc(C)cc2Br)cs1
 : -5%	-6%	13µM*	2	12%	-1%	-8%	40
CCOc1ccc(NS(=O)(=O)c2ccc3[nH]cc(C(=O)NCCc4ccccc4)c(=O)c3c2)cc1
 : x	14%	-18%	-13	x	x	-22%	x
Cc1ccc(Cn2c(=N)c(C(=O)NCC3CCCO3)cc3c(=O)n4ccccc4nc32)cc1 (stereo unspecified)
 : -12%	12%	-3%	-6	4%	-2%	1%	3
CC(C)c1nn2c(=O)cc(COC(=O)c3ccccc3NC(=O)c3cccc(Cl)c3)nc2s1
 : x	-11%	14%	19	x	x	-8%	x
COc1cc(C(NC(C)=O)NC(C)=O)ccc1OCc1ccccc1
 : -9%	-28%	24%	2	7%	1%	-6%	12
CN(C)/C=N/c1c(C#N)nnn1Cc1ccccc1
 : 8%	-20%	11%	1	-4%	0%	0%	8
CCN(CC)CCN1C(=O)C(=O)/C(=C(/O)c2c(C)[nH]c(C(=O)OC)c2C)C1c1ccc(C)o1 (stereo unspecified)
 : -5%	11%	-12%	-10	6%	0%	4%	-9
COc1ccc(-n2nc(C(=O)NCC(=O)NC(C)C)c3ccccc3c2=O)cc1
 : 16%	7%	-4%	11	6%	0%	5%	21

Two entries picked at random from the list so far:
Each structure is followed by: EPAC2 antagonist	FUS suppressor	TDP43 rescue	DRD3 agonist	EPAC2 ag	aSyn rescue	Abeta rescue	D3 antag
CCN(CC)CCN1C(=O)C(=O)/C(=C(/O)c2c(C)[nH]c(C(=O)OC)c2C)C1c1ccc(C)o1 (stereo unspecified)
 : -5%	11%	-12%	-10	6%	0%	4%	-9
Cc1ccc(NC(=O)[C@H](Cc2ccccc2)N2Cc3ccccc3C2=O)cc1F
 : x	-32%	4%	6	x	x	-6%	x

Individual results from the entries so far:
DRD3 agonist with CCCc1cc(=O)oc2c(C)c(OCC(=O)N3C[C@H]4C[C@@H](C3)c3cccc(=O)n3C4)ccc12 : -27
Abeta rescue with O=C(CN1CCCCC1)Nc1ccccc1Oc1ccccc1 : 1%
TDP43 rescue with CC(C)c1nn2c(=O)cc(COC(=O)c3ccccc3NC(=O)c3cccc(Cl)c3)nc2s1 : 14%
